Screens: PubChem, National Center for Advancing Translational Sciences (NCATS)
S3 lipid droplet = qHTS Assay for Lipid Storage Modulators in Drosophila S3 Cells; lipid storage change, negative = inhibition, % at the top dose, mostly 46.1 µM; hits show Potency in µM; Drosophila S3 cells, BODIPY lipid droplet fluorescence, 18-24 h; cells fed with added oleic acid; 320,000 compounds, 0.64% hits; active = well fitted inhibition curve with a large enough effect in the signal ratio, with a control signal flat, not every such curve was filed as active; inconclusive = small, poorly fitted or top-dose-only effect, or effect the other way, or a change in a side signal; the % refers to the signal ratio
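Drosophila S3 cells got compounds at several concentrations plus oleic acid (400 uM solution). Laser-scanning cytometry with 488 nm excitation read lipid droplets at 500-530 nm and cells at 575-640 nm. Percent activity was relative to 20 uM Triacsin C.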
S3 lipid droplet cell count max = recorded beside S3 lipid droplet, whose call it bears; cell number change, %; measured here: cell count max response;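 cells counted by Cell Tracker Red CMTPX staining in the red channel; peak over a dose series mostly up to 46.1 µM; percent activity relative to internal control wells on each plate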
Numbers without * were called inactive; i = inactive; u = inconclusive; x = not tested or not shown; [ ] = another dose, or the depositor's remark. % is scaled to controls: 0 for no effect and ±100 for the full control effect; potency is read from the fitted curve at half-maximal effect. Not all compounds are listed; the hit share may differ from the screen's.

Screens in order: S3 lipid droplet, S3 lipid droplet cell count max
1. CCCCN(C)CCNC(=O)C(=O)c1c(C)[nH]c2ccccc12
  u, x
2. CCOC(=O)CC(NC(=O)Cc1cccs1)c1ccccc1Cl (stereo unspecified)
  u, x
3. CCc1cc2c(NCCC(=O)O)ncnc2s1
  i, x
4. CCOC(=O)NN1C(=O)c2ccccc2NC1c1ccc(OC)c(OC)c1 (stereo unspecified)
  -0.9%, 9.4
5. CCCCOc1ccc(C2C(C(=O)c3ccc(C)o3)=C(O)C(=O)N2Cc2ccco2)cc1 (stereo unspecified)
  u, x
6. Cc1ccc2cccc(OCC(=O)NCc3ccco3)c2n1
  u, x
7. N/C(Cc1nc(-c2ccc(F)cc2)cs1)=N\O
  7.0%, -2.6
8. Cn1c(SCc2ccccc2)nnc1-c1ccc2c(c1)OCO2
  i, -5.3
9. CC1CN(C(=O)c2cccc(COc3ccc(Br)cc3)c2)CC(C)O1 (stereo unspecified)
  u, x
10. CCC(c1nnnn1CS(=O)(=O)c1ccc(C)cc1)N1CCN(c2nc3ccccc3s2)CC1 (stereo unspecified)
  8.7%, -25.9
11. CCCNC(=O)c1cc(S(=O)(=O)N2CCc3ccccc32)ccc1F
  -7.1%, -10.7
12. O=C(Nc1cc(Br)ccc1O)C1CC(c2ccccc2Cl)=NO1 (stereo unspecified)
  u, x
13. CCOc1ccc(N(CC(=O)Nc2ccc3c(c2)OCCO3)S(=O)(=O)c2c(C)noc2C)cc1
  u, x
14. Cc1cccc(Oc2nc(CN3CCOCC3)nc3sc4c(c23)CCCC4)c1
  u, x
15. Cc1[nH]n(-c2ccccc2)c(=O)c1-c1cccc(Cl)c1
  u, x
16. COCCN(Cc1cc2cc3c(cc2[nH]c1=O)OCO3)C(=O)c1cccs1
  u, x
17. O=C(Nc1ccccn1)c1ccc2c(c1)S(=O)(=O)c1ccccc1C2=O
  u, x
18. CCC1CCC2(CC1)NC(CO)(CO)CO2 (stereo unspecified)
  u, x
19. CCOc1ccc(CC(=O)NNC(=S)NC2CCCCC2)cc1OCC
  0.8%, 0.1
20. O=C(c1cc(-c2ccc(Cl)c(Cl)c2)on1)N1CCCC1
  u, x
21. COc1cc(C(=O)NCCN2CCN(C(=O)c3cc(OC)c(OC)c(OC)c3)CC2)cc(OC)c1OC
  15.3%, 12.9
22. CC1(C)Cc2c(cnn2-c2ccc(F)cc2)C(NC(=O)CCCN2CCCCC2=O)C1 (stereo unspecified)
  u, x
23. CC(Sc1nncn1C)C(=O)Nc1cc(C(F)(F)F)ccc1N1CCOCC1 (stereo unspecified)
  u, x
24. COc1ccc(C(=O)N=c2sc3c(C)ccc(OC)c3n2C)cc1
  u, x
25. COc1ccc(C(=O)Nc2ccc(C(F)(F)F)n(C)c2=O)cc1
  16.1%, 6.5
26. CC1NC(C)(C)Cc2c1ccc1ccccc21 (stereo unspecified)
  10.9%, -4.1
27. CCOc1ccc(C(=O)Nc2cc(C)c3c(=O)oc4ccccc4c3n2)cc1
  u, x
28. COc1ccc(OC)c(C(c2c(O)nc(SC)[nH]c2=O)c2c(O)nc(SC)[nH]c2=O)c1
  u, x
29. O=C(C[n+]1cc(-c2ccccc2)n2c1CCC2)Nc1nc(-c2ccccc2)cs1
  3.7%, -12.8
30. CCOC(=O)/C(C#N)=C1/C=Cc2ccccc2N1CC
  u, x

In another format: results already given
27: CCOc1ccc(C(=O)Nc2cc(C)c3c(=O)oc4ccccc4c3n2)cc1
- S3 lipid droplet: u
- S3 lipid droplet cell count max: x

28: COc1ccc(OC)c(C(c2c(O)nc(SC)[nH]c2=O)c2c(O)nc(SC)[nH]c2=O)c1
- S3 lipid droplet: u
- S3 lipid droplet cell count max: x

29: O=C(C[n+]1cc(-c2ccccc2)n2c1CCC2)Nc1nc(-c2ccccc2)cs1
- S3 lipid droplet: 3.7%
- S3 lipid droplet cell count max: -12.8

30: CCOC(=O)/C(C#N)=C1/C=Cc2ccccc2N1CC
- S3 lipid droplet: u
- S3 lipid droplet cell count max: x

Going on with the list.
Screens in order: S3 lipid droplet, S3 lipid droplet cell count max
31. NC(=O)C1CCN(c2ccc(S(=O)(=O)N3CCCCC3)cn2)CC1
  u, x
32. CCN(CC)C(=O)C(=O)c1cc(C)n(-c2ccc(F)cc2)c1C
  u, x
33. CCOC(=O)N1CCC(NC(=O)C(CC(C)C)NC(=O)C2CCCCC2)CC1 (stereo unspecified)
  u, x
34. COc1cccc(NS(=O)(=O)c2ccc3c(c2)NC(=O)CC(=O)N3)c1
  u, x
35. Cc1c(Cl)cccc1NC(=O)N1CCN(C(=O)c2ccco2)CC1
  u, x
36. O=C(OCc1ccc2c(c1)OCO2)c1cccc(S(=O)(=O)N2CCCCC2)c1
  i, x
37. COc1ccc(CCN2C(=O)CC(N3CCN(c4ccccn4)CC3)C2=O)cc1OC (stereo unspecified)
  -9.6%, 4.0
38. CCOC(=O)Cn1nnnc1CN(Cc1cccs1)Cc1cc2cc(C)ccc2[nH]c1=O
  u, x
39. CC(C)[C@]1(c2ccc(Cl)cc2)ON(c2ccccc2C(F)(F)F)C1=O
  u, x
40. CC(C)(C)c1ccc(NC(=O)COC(=O)C2(C)CC2(Cl)Cl)cc1 (stereo unspecified)
  7.4%, 21.3
41. Cc1ccccc1NC(=O)Cc1nc(COC(=O)/C=C/c2ccccc2)cs1
  i[0.0737 µM], x
42. O=C(NCCCNc1ccc(C(F)(F)F)cc1[N+](=O)[O-])c1ccc(F)cc1
  u, x
43. Cn1ccnc1SCC(=O)Nc1cccc(O)c1
  24.6%, -0.3
44. Cc1ccc(N2C(=O)C3CCC(c4ccccc4)CC3C2=O)cc1 (stereo unspecified)
  u, x
45. Nc1nnc(SCC(=O)Nc2cccnc2Cl)s1
  21.7%, 25.5
46. COc1ccc(NC(=O)Cn2nnc(C(=O)NCc3ccccc3OC)c2N)cc1Cl
  -51.8%, x
47. COc1cccc(NC(=O)NCc2ccccn2)c1
  -10.7%, 4.5
48. COc1cccc(/C=N/Nc2ccc([N+](=O)[O-])cn2)c1O
  u, x
49. CC(=O)Nc1ccc(-c2nc3ccccc3o2)cc1
  i, -10.0
50. COCCNC(=O)CSc1cc(-c2ccccc2)c2ccc(OC)cc2n1
  u, x
51. CC1(C)c2ccccc2N2CCC(=O)NC21/C=C/c1ccco1 (stereo unspecified)
  u, x
52. O=C(NCCc1ccc(Cl)cc1)c1cccc(N2CCCC2=O)c1
  u, x
53. O=C(Nc1cccnc1)c1cccnc1
  3.2%, 3.0
54. COc1ccc(OC)c(N(CC(=O)NCc2ccncc2)S(C)(=O)=O)c1
  u, x
55. O=C(NC1CCSC1=O)c1ccc(Oc2ccc(F)cc2)nc1 (stereo unspecified)
  u, x
56. CC(C)(C)OC(=O)NC(Cc1ccccc1)C(=O)NCCCC(=O)O (stereo unspecified)
  -11.2%, -14.4
57. CC(C)CCNC(=O)c1cccc(Cl)c1
  18.3%, 19.2
58. CC(CCc1ccc(O)cc1)N(C)CCc1ccccc1 (stereo unspecified)
  i, 16.6
59. Cc1cc(-c2ccc(C)c(S(=O)(=O)NCCc3ccco3)c2)on1
  u, x
60. c1cc2c(cc1C1CCCCC1)c1c3n2CCN=C3CCC1
  u, x

Among those listed so far, these have a thiophene ring, fused or not:
Screens in order: S3 lipid droplet, S3 lipid droplet cell count max
2. CCOC(=O)CC(NC(=O)Cc1cccs1)c1ccccc1Cl (stereo unspecified)
  u, x
3. CCc1cc2c(NCCC(=O)O)ncnc2s1
  i, x
14. Cc1cccc(Oc2nc(CN3CCOCC3)nc3sc4c(c23)CCCC4)c1
  u, x
16. COCCN(Cc1cc2cc3c(cc2[nH]c1=O)OCO3)C(=O)c1cccs1
  u, x
38. CCOC(=O)Cn1nnnc1CN(Cc1cccs1)Cc1cc2cc(C)ccc2[nH]c1=O
  u, x

Remaining list, next part
Screens in order: S3 lipid droplet, S3 lipid droplet cell count max
61. COc1ccc(-c2csc(N(CCc3ccccc3)C(=O)COc3ccccc3)n2)cc1
  u, x
62. CCN(CC)CCN(C)C1CCC(c2ccccc2)CC1 (stereo unspecified)
  -16.5%, -2.2
63. COc1ccccc1CN1CC(C(=O)NCCn2ccc(C)n2)CCC1=O (stereo unspecified)
  i, x
64. Cc1ccccc1CNC(=O)CC1C(=O)NCCN1Cc1c(F)cccc1Cl (stereo unspecified)
  19.7%, -7.1
65. Cc1cccc(Cc2c(C)nc3nc(SCC(=O)O)nn3c2C)c1
  1.4%, 5.2
66. O=c1c2ccccc2nc(/C=C/c2ccc(O)cc2)n1CCc1ccccc1
  u, x
67. Cc1c(-c2ccc(F)cc2)[n+](=O)c(-c2ccc(F)cc2)c(C)n1[O-]
  u, x
68. CCn1c(C)cs/c1=N\C(=S)Nc1ccccc1C
  u, x
69. OCCNc1c2ccccc2nc2ccccc12
  1.4%, 1.4
70. Cc1cccc(N(CC(=O)NCC2CCCO2)C(=O)CNS(=O)(=O)c2ccc(Cl)cc2)c1 (stereo unspecified)
  u, x
71. CCn1c(SCC(=O)Nc2ccc(S(=O)(=O)Nc3onc(C)c3C)cc2)nnc1-c1ccccc1
  i, 25.3
72. N=C(N)SCCN
  -0.1%, 0.5
73. Cc1cccc(C(=O)NCCC(=O)Nc2ccc(C#N)cc2)c1
  u, x
74. COc1ccc(SC[C@H](C)CN2CC[C@H](C(C)(C)C)CCC2=O)cc1
  u, x
75. COc1ccccc1NC(=O)NCCC1=CCCCC1
  -7.3%, -13.6
76. COc1ccc(C(=O)N2CCC(C(=O)O)CC2)c2ccccc12
  u, x
77. COCCNC(=O)c1ccc2nc(Cc3ccc(OC)c(OC)c3)oc2c1
  3.8%, 9.7
78. O=[N+]([O-])c1ccc(/C=N/Nc2ccnc3cc(Cl)ccc23)o1
  u, x
79. O=C(c1ccco1)N1CCN(C(c2ccccc2F)c2nnnn2CC2CCCO2)CC1 (stereo unspecified)
  i, 22.6
80. Cc1cc(N2CCOCC2)nc(SCC(=O)c2ccccc2)n1
  7.5%, x
81. COc1ccc(OCC(O)CN2CCN(c3ccccc3)CC2)cc1 (stereo unspecified)
  u, x
82. COc1ccc(S(=O)(=O)N2CCN(c3ccccn3)CC2)c(OC)c1
  -23.1%, -13.0
83. CCOC(=O)/C(N=Nc1c(C)n(C)n(-c2ccccc2)c1=O)=C(/O)c1ccccc1
  12.6%, 9.1
84. Cc1ccccc1-n1c(-c2ccc3ccccc3n2)n[nH]c1=S
  3.7%, 0.9
85. O=C(c1cc2cc(F)ccc2[nH]1)N1CCN(C(=O)c2ccco2)CC1
  u, x
86. C/C(=N\NS(=O)(=O)c1ccc(Br)cc1)c1ccncc1
  u, x
87. COc1ccc(-c2[nH]nc3c2C(c2ccoc2)C(C#N)=C(N)O3)cc1 (stereo unspecified)
  3.7%, 0.3
88. Cc1ccc(-c2nc3ncccc3o2)cc1NC(=O)COc1ccccc1
  u, x
89. Cc1ccc2nc(SCC(=O)NCc3ccco3)c(C#N)cc2c1
  u, x
90. COCCNC(=O)c1ccccc1NC(=O)CSc1ccc(C)cc1
  6.1%, 13.4

(listing goes on)
Screens in order: S3 lipid droplet, S3 lipid droplet cell count max
91. COc1cc(-c2nc3ccc4ccccc4c3c3c2CCC3)ccc1O
  u, x
92. COc1ccc(-c2nc(CN3CCCCC3CCc3ccccn3)c(C)o2)cc1 (stereo unspecified)
  16.9%, -3.3
93. COc1ccc(CN2CCCC(CO)(Cc3ccc(F)cc3)C2)cc1C (stereo unspecified)
  -20.0%, -0.3
94. COc1ccccc1NC(=O)C1CCN(C(=O)c2ccc(C(C)(C)C)cc2)CC1
  -3.0%, -7.9
95. CCOc1ccc(-n2c(=S)sc3c(=O)[nH]c(SCC(=O)C(C)(C)C)nc32)cc1
  u, x
96. Cn1cnc([N+](=O)[O-])c1SCC(=O)NN
  u, x
97. OCCSc1nc2ccccc2n1CCOc1ccccc1
  u, x
98. O=C(c1ccc(F)cc1F)N1CCN(c2ncccn2)CC1
  u, x
99. COc1cc(C2NC(=O)NC(c3ccccc3)=C2C(C)=O)ccc1OCC(=O)O (stereo unspecified)
  -13.9%, 6.6
100. CCC1CCCCN1C(=S)NC(=O)c1cccc([N+](=O)[O-])c1 (stereo unspecified)
  u, x
101. O=C(NC1CCCC1)C(c1ccccc1F)N(C(=O)c1csnn1)c1ccccc1 (stereo unspecified)
  u, x
102. CCCCCCn1c(SCC(=O)OC)nc2c1c(=O)[nH]c(=O)n2C
  i, 27.6
103. O=C(O)C1C2C=CC(C3CC23)C1C(=O)N1CCc2ccccc21 (stereo unspecified)
  5.6%, -1.6
104. CCn1cc(C(=O)OCC(=O)NCc2ccc3c(c2)OCO3)c(=O)c2ccc(C)nc21
  u, x
105. O=C(CN1CCN(c2ccc(F)cc2)CC1)Nc1cc(C(F)(F)F)ccc1Cl
  i, x
106. Cc1ccc(NC2=C/C(=N\S(=O)(=O)c3cccs3)c3ccccc3C2=O)c(C)c1
  u, x
107. O=C(NCCc1ccccc1)c1cc(S(=O)(=O)N2CCCC2)ccc1F
  -3.2%, -2.2
108. COc1ccc(C(=O)SC2=NCCS2)cc1OC
  u, x
109. O=c1[nH]c(CN2CCN(Cc3ccc4c(c3)OCO4)CC2)nc2sc3c(c12)CCC3
  u, x
110. CC1CC(=O)C2=C(C1)Nc1ccccc1N(C(=O)COc1ccccc1)C2c1ccco1 (stereo unspecified)
  u, x
111. COCc1nnc(NC(=O)CCCOc2ccccc2OC)s1
  12.3%, -0.2
112. COc1ccc(C(=O)NCC(=O)N/N=C/c2ccco2)cc1OC
  u, x
113. COc1ccc(/C(C)=N/Nc2ccc(C(=O)O)cc2)cc1OC
  u, x
